Screening results (PubChem BioAssay)
EPAC1 ag = activates human EPAC1 exchange factor | O95398 | EPAC1 agonist qHTS, biochemical assay; response scale: 100% = response to 6.5 mM cAMP | AID 720707 | Potency, µM (titrated, usually from 154 µM), for the others: at the top dose activation, actives largely listed as activators | 360,000 tested, 0.073% active; also: potency is read from the fitted curve at half-maximal effect; nearly all actives have a fitted effect of over 60% in size
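EPAC1 100 nM, Rap1B–BODIPY-GDP 250 nM, unlabeled GDP 50 uM; compound titration; 5 min RT; kinetic read ex480/em540 at 5-min intervals ×30 min; data normalized to 6.5 mM cAMP agonist control.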
PLK1 PBD inh = PLK1 (human) polo-box domain binding inhibition; P53350; Plk1 PBD binding of FITC phosphopeptide, fluorescence polarization; Potency, µM, for the others: max response, negative = inhibition, usual class: inhibitors; 360,000 tested, 2.8% active; also: potency is read from the fitted curve at half-maximal effect; series mostly up to about 57 µM; % is scaled to controls: 0 for no effect and ±100 for the full control effect; nearly all actives have a fitted effect of over 65% in size
EPAC1 antagonist = blocks human EPAC1 exchange factor | O95398 | EPAC1 GEF assay, Rap1b-BODIPY-GDP exchange fluorescence | Potency, µM (series often up to 115 µM), for inactives: at the top dose activity change, negative = inhibition, actives largely listed as inhibitors | 360,000 tested, 0.14% active | AID 720709;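 also: potency is read from the fitted curve at half-maximal effect; plate controls were vehicle for no effect and positive control for full effect; nearly all actives have a fitted effect of over 50% in size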
WRN inhibitor = WRN helicase (human) inhibition | Q14191 | WRN helicase unwinding, fluorescent forked duplex, kinetic | Potency, µM (titrated, usually from 114 µM), without a hit: at the highest dose activity change, negative = inhibition, actives largely listed as inhibitors | 360,000 tested, 0.46% active | AID 651768; also: potency is read from the fitted curve at half-maximal effect; % is scaled to controls: 0 for no effect and ±100 for the full control effect; nearly all actives have a fitted effect of over 55% in size
Target sequence (Q14191 whole entry, looked up): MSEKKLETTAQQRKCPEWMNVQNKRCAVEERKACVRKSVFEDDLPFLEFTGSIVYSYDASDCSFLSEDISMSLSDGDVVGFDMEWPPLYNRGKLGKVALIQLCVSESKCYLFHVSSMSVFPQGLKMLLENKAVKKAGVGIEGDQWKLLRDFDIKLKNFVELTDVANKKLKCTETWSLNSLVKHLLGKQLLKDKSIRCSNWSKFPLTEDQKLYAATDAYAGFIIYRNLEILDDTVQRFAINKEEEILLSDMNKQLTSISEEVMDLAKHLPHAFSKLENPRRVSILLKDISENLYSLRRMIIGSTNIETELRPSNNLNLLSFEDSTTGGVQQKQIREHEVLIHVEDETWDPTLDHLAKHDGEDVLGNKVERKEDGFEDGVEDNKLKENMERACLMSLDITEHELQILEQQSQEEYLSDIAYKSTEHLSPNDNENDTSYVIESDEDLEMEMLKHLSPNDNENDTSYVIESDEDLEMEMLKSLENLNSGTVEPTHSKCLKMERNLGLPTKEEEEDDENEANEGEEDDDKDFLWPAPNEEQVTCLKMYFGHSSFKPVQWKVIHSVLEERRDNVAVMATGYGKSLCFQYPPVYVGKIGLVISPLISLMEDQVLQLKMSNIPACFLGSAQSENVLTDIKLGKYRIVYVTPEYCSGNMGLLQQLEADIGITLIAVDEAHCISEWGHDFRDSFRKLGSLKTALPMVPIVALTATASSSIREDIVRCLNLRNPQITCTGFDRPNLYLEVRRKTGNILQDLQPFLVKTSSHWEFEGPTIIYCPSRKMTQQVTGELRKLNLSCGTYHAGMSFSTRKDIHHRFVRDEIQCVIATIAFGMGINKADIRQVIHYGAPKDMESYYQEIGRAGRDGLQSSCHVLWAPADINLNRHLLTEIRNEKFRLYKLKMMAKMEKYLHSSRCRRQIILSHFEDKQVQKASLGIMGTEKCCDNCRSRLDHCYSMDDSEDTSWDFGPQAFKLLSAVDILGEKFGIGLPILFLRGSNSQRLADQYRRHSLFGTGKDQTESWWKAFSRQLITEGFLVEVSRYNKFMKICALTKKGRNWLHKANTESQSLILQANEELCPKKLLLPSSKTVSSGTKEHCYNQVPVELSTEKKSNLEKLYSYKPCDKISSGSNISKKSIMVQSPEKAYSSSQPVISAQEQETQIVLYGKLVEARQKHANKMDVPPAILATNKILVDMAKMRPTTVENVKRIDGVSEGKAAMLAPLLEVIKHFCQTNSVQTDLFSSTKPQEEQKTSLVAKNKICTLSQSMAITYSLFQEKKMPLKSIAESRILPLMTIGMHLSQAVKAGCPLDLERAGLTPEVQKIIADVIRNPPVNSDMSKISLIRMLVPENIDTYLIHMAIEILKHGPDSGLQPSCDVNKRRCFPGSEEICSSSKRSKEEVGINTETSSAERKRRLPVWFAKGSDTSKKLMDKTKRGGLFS
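Primary qHTS, 1536-well format. 20 nM WRN + compound, 15 min RT; start with 100 nM forked fluorophore/quencher duplex, 2 mM ATP (final); kinetic read ex 525/em 598 nm.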
IL-2 act = activators of IL-2. 360,000 tested, 0.065% active. IL-2 activation reporter assay, cell-based qHTS; stimulated with anti-CD3/CD4/CD28 beads; in transgenic mouse T cells. activation, % (series mostly up to about 46 µM); in the data active = activation above about 50%; inconclusive = mostly about 30% to 49%; also: 0% is about no effect
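Unstimulated transgenic mouse T cells; 60-min compound exposure; bead-based TCR/CD4/CD28 stimulation; 18 h culture, 37 degrees C; dual fluorescence (EGFP, DsRed) plate cytometry.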
PI5P4Ka inh = PI5P4K alpha (human) kinase inhibition; P48426; PI5P4Kalpha enzyme, ADP-Glo luminescence, 60 min; stronger effect = lower value; max response, %; 330,000 tested, 1.2% active; AID 652105; active = max response of -50% or lower; inconclusive = between -30% and -50%; inactive = -30% or higher; also: value at the top dose of about 77 µM; % is scaled to controls: 0 for no effect and ±100 for the full control effect
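PI5P4Kalpha ADP-Glo assay; 5 microM ATP final; 60 min RT reaction; HEPES pH 7.4/EGTA/CHAPS, 5% DMSO; controls lacking substrate or enzyme; luminescent end-point.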
CCT modulator = modulators of cytosolic chaperonin (CCT/TRiC) activity | activity change, % (concentration not given with the values), hits read low | AID 651819 | purified chaperonin ATPase assay, HTRF ADP detection, 30 min | 360,000 tested, 0.3% active; in the data active = activity change below about -30%; also: % is scaled to controls: 0 for no effect and ±100 for the full control effect
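Nucleotide hydrolysis assay: TRiC at 20–40 nM final (set by batch activity) with 10 uM ATP, 30 min at 37 °C, in presence of 76 uM compound. Detection by competitive ADP HTRF, 30 min ambient.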
EPAC2 ag = EPAC2 (human) agonism. Q8WZA2. EPAC2 activation, biochemical qHTS; response scale: 100% = 6.5 mM cAMP response. Potency, µM (doses to about 154 µM), without a hit: at the top dose activation, usual class: activators. 360,000 tested, 0.079% active; also: potency is read from the fitted curve at half-maximal effect; nearly all actives have a fitted effect of over 50% in size
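Nucleotide exchange monitored as fluorescence drop when BODIPY-GDP leaves Rap1B. Reaction: 100 nM EPAC2, 250 nM RAP1B-BODIPY-GDP, 50 uM GDP, room temperature, kinetic read over 30 min. Activity expressed relative to 6.5 mM cAMP.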
An asterisk follows results filed as active; ? = inconclusive; . = no result given; [ ] = another dose, or the depositor's remark. Unless noted, calls follow the shape of the dose curve; as a rule, active = well fitted curve in the direction sought with a large enough effect; inconclusive = small, poorly fitted or top-dose-only effect, or another doubt; inactive = no such curve, though single readings can be large; an effect the other way counts as inactive or inconclusive. Not all compounds are listed. The share of hits here may be higher or lower than overall.

SMILES	EPAC1 ag	PLK1 PBD inh	EPAC1 antagonist	WRN inhibitor	IL-2 act	PI5P4Ka inh	CCT modulator	EPAC2 ag
NC(=O)c1ncn([C@@H]2O[C@H](CNC(=O)[C@@H](N)Cc3cccnc3)[C@@H](O)[C@H]2O)n1	10%	-5%	22%	-3%	-0.8	7	-1.0	5%
CCOC(=O)c1sc2nccc(N(C)C)c2c1N=CNOCc1c(F)cccc1Cl	-4%	-1%	6%	-23%[57.1 µM]	-2.9	16	-1.1	5%
COc1ccccc1Cn1c(=S)[nH]c2cc(C(=O)N3CC(C)CC(C)C3)ccc2c1=O (stereo not drawn)	11%	-11%	-10%	6%	0.3	-9	1.1	0%
CN1C(=O)N(C)C(NC(=O)Nc2ccccc2)C1NC(=O)Nc1ccccc1 (stereo not drawn)	5%	-11%	-10%	-9%	1.1	3	-2.0	-1%
CN(Cc1ccccc1)C(=O)c1ccc(NC(=O)Cc2ccc(NC(=O)C3CCN(C(=O)C4CCCC4)CC3)cc2)cc1	-1%	-6%	2%	0%	-0.1	0	-1.0	1%
O=C(C1CCC(Cn2c(=S)[nH]c3ccccc3c2=O)CC1)N1CCOCC1 (stereo not drawn)	8%	-7%	1%	-5%	3.0	.	-4.2	0%
O=C(CCl)N(c1ccccc1)C1CCS(=O)(=O)C1 (stereo not drawn)	3%	-9%	-6%	3%	-0.5	-3	1.2	2%
CCC(=O)N1CCC(c2ccc(OC)cc2)=N1	-1%	?	0%	3%	-0.9	5	-3.8	8%
CCC(C)(C)C1CCc2[nH]nc(C(=O)NCc3ccccn3)c2C1 (stereo not drawn)	4%	-7%	-12%	3%	0.0	2	-4.1	0%
Oc1ccccc1CNc1nc2ccccc2n1CCN1CCCCC1	-2%	?	-14%	-15%	-0.2	-3	0.6	4%
O=C(NCc1ccc(Cl)cc1)[C@@H]1CCCN1S(=O)(=O)c1ccc(Cl)cc1	-4%	-8%	-12%	-9%	-0.2	0	-3.9	6%
CCC(=O)Nc1cccc(-c2nnc(-c3cccc(NC(=O)CC)c3)o2)c1	2%	-5%	1%	0%	-1.0	.	-4.3	-2%
CC1=C(C(=O)N2CCc3ccccc32)C2(CCC(C)CC2)OC1=O (stereo not drawn)	-1%	1%	-3%	-9%	0.0	-1	0.6	3%
CC(C)(C)n1nnnc1C(c1ccccn1)N(Cc1ccccc1)Cc1ccc(Cl)cc1 (stereo not drawn)	6%	?	-7%	-5%	-3.2	2	0.3	-4%
CCCCNC(=O)NC1C(NC(=O)NCCCC)N(C)C(=O)N1C (stereo not drawn)	1%	2%	1%	-4%	1.1	2	-2.2	6%
O=S(=O)(Nc1c(O)ccc2ccccc12)c1ccccc1	-1%	24µM*	-24%	-4%	-0.1	-16	-0.7	11%
Cn1cccc1CNCc1ccccc1Cl	7%	-9%	1%	-2%	-2.6	.	-1.3	5%
CC(=O)O[C@H]1CC[C@@]2(C)[C@@H](CC[C@H]3[C@@H]4CC[C@H](C(C)O)[C@@]4(C)CC(=O)[C@@H]32)C1 (stereo partly drawn)	1%	2%	-1%	7%	-0.4	7	-1.1	-11%
O=C(NCc1cccc(C(F)(F)F)c1)c1ccc2sc([C@H]3C[C@H](O)[C@@H](CO)O3)nc2c1	-14%	-1%	-7%	-2%	0.8	1	0.6	2%
CSc1ccccc1NC(=O)COc1ccccc1C	-8%	-2%	6%	-6%	-0.2	8	0.1	15%
CS(=O)(=O)c1ccccc1C(=O)N(CCc1ccccc1)Cc1ccccc1	11%	-8%	-12%	-34%	-4.5	-1	-2.0	18%
Cc1ccc(C)c(Cn2nc3c4ccccc4n(Cc4ccccc4)cc-3c2=O)c1	-14%	-4%	-19%	-8%	1.4	0	-1.7	-2%
CC(=O)Nc1ccc(S(=O)(=O)Nc2ccc3[nH]c(=O)[nH]c3c2)cc1	-3%	-3%	-11%	-12%	-2.5	0	1.7	-1%
O=S(=O)(c1ccc(NC(=S)NCc2cccnc2)cc1)N1CCCCC1	-5%	-12%	-7%	-2%	-0.5	-1	-1.6	16%
Cc1ccc(NS(=O)(=O)c2cc3c4c(cccc4c2)C(=O)NC3=O)cc1	2%	-4%	-4%	5%	-0.2	-2	0.1	2%
CN(Cc1cnn(C)c1)C(=O)C1CCCCC1C(=O)O (stereo not drawn)	9%	-6%	4%	3%	-2.4	-4	-1.5	-3%
S=C(NCCCN1CCOCC1)NN=C1c2ccccc2-c2ccccc21	5%	-20%	0%	12%	-3.4	1	-0.3	12%
COc1cc(C2C3=C(CC(C)(C)CC3=O)N(C)C3=C2C(=O)CC(C)(C)C3)ccc1O	1%	-7%	9%	-1%	-0.9	6	1.0	3%
Cc1ccc(Oc2ncccc2COC(=O)Nc2ccccc2C)cc1	0%	-5%	-13%	-5%[57.1 µM]	1.4	6	-2.7	-1%
CCCCCC(=O)Nc1cc(S(=O)(=O)O)cc2cc(S(=O)(=O)O)cc(O)c12	7%	6µM*	?	6.3µM*	0.3	-86*	-2.1	9%
CN1C(=O)C(C)(C)c2cc(S(=O)(=O)N(C)Cc3ccccc3)ccc21	11%	-10%	4%	-6%	-1.0	1	-0.4	1%
CCOc1ccc2[nH]c(=O)c(CN(Cc3nnnn3Cc3ccco3)C3CCCCC3)cc2c1	-5%	-15%	-27%	-16%	0.2	1	0.1	-4%
COc1ccc(NC(=O)C/C(C)=N/NC(=O)C(=O)NC(C)C)c(OC)c1	-5%	1%	3%	-7%	0.2	4	-17	-7%
O=C(Nc1ccccc1N1CCCCC1)c1ccc(-c2cccc(Cl)c2)o1	7%	-6%	2%	0%	0.0	3	0.0	9%
Cc1cnc([N+](=O)[O-])n1CCOC(=O)NC(=O)c1ccccc1Cl	5%	0%	-17%	6%	-0.6	-7	-0.1	-2%
Cn1cc(CN2CCc3c([nH]c4ccccc34)C2C2CCCCC2)cn1 (stereo not drawn)	5%	-7%	-12%	-7%	0.0	1	-2.2	9%
Cc1ccccc1C(=O)NC1CCN(CC(=O)Nc2ccc(Br)cc2)CC1	7%	-23%	7%	7%	-0.3	0	-1.0	-2%
Cc1cc(C)n(-c2nc3ccccc3nc2N2CCC(C)CC2)n1	0%	-11%	-22%	2%	-0.4	.	1.5	12%
Cc1c(Cl)cnc(NC(=O)COC(=O)C(NC(=O)c2ccco2)C(C)C)c1Cl (stereo not drawn)	-3%	-22%	5%	-29%	1.3	-16	0.2	2%
Cc1cc(NCCN2CCOCC2)n2nc(C)c(-c3ccc(Cl)cc3)c2n1	-5%	-4%	9%	0%[57.1 µM]	-0.5	0	0.2	-11%

WRN inhibitor: hit marks shown above.
SMILES | PLK1 PBD inh | EPAC1 antagonist | WRN inhibitor | IL-2 act | PI5P4Ka inh | CCT modulator | EPAC2 ag
CCCCCC(=O)Nc1cc(S(=O)(=O)O)cc2cc(S(=O)(=O)O)cc(O)c12 | 6µM* | ? | 6.3µM* | 0.3 | -86* | -2.1 | 9%

Going on with the list.
SMILES	EPAC1 ag	PLK1 PBD inh	EPAC1 antagonist	WRN inhibitor	IL-2 act	PI5P4Ka inh	CCT modulator	EPAC2 ag
CCCCOC(=O)Cn1c(=O)c2c(nc(Br)n2Cc2ccccc2)n(C)c1=O	0%	-7%	-1%	-9%	-4.7	-2	-4.4	10%
C=CCn1c(-c2ccccc2OC)n[nH]c1=S	-1%	-7%	9%	1%	1.2	-9	1.4	0%
O=C1NC(=Nc2ccc(Cl)cc2)/C(=C/c2ccco2)S1	6%	0%	?	-7%[11.6 µM]	-3.2	?	-1.1	2%
CCCC(=O)Nc1ccc(Cl)c(NC(=O)CC)c1	-1%	27µM*	7%	-11%	-2.0	-5	1.2	4%
CCC/C(=N/NC(=O)c1ccccc1Cl)c1ccccc1	3%	-1%	-3%	-2%	0.6	0	-5.1	-2%
O=C(OCC(=O)N1CCOCC1)c1ccccc1O	-1%	-4%	-11%	4%	0.3	1	-1.8	6%
Cc1ccc(Nc2nnc(SCC(=O)NCCN3C(=O)CSC3=O)s2)cc1	2%	-13%	-16%	-4%	-0.3	-12	-0.3	3%
COc1ccc(C2N(C(=O)CN3CCOCC3)CCN2S(=O)(=O)c2ccccc2)cc1 (stereo not drawn)	0%	-2%	-11%	2%	-1.5	.	-0.6	6%
O=C(COC(=O)C1=COCCO1)Nc1ccc(F)c(F)c1	-4%	0%	5%	-28%	-0.2	-6	-8.9	-1%
COc1ccc(S(=O)(=O)N(C)CC(=O)Nc2ccc(C)cc2)cc1OC	-6%	-10%	-9%	2%	-0.4	2	-2.3	12%
CCC(C)C(CO)NCCCn1cnc2c(OC)ncnc21 (stereo not drawn)	-5%	5%	12%	2%	1.3	5	1.5	-5%
COC(=O)Cn1cc(C#N)c2ccccc21	13%	-7%	0%	-4%	2.1	6	-1.1	14%
Cc1ccn2cc(-c3nonc3C)cc2c1	-2%	-7%	12%	-26%	0.6	.	-0.4	9%
CC1(C)CC(=O)C(C=NCCN2CCNCC2)=C(O)C1	-5%	-4%	21%	1%	-3.3	-4	-3.3	3%
CN(c1ccccc1)S(=O)(=O)c1cccc(C(=O)NC2CCCC2)c1	-4%	-4%	6%	-17%	-2.8	4	-5.1	2%
Cc1cccc(Cn2c(N3CCN(C)CC3)nc3c2c(=O)[nH]c(=O)n3C)c1	5%	-4%	-12%	-1%	0.0	1	1.1	-4%
O=C(CN1CCN(Cc2ccccc2)CC1)N/N=C/c1cccs1	-1%	-4%	-7%	4%	-0.1	4	0.6	6%
COc1ccc(/C(O)=C2/C(=O)C(=O)N(CCN3CCOCC3)C2c2ccccn2)cc1 (stereo not drawn)	9%	?	4%	-9%	-0.9	-19	-5.3	15%
O=c1c(N2CCOCC2)coc2ccccc12	-5%	0%	-19%	0%	-1.8	-3	-0.8	-5%
CCC1(C)Cc2c(sc3nc(SC)[nH]c(=O)c23)CO1 (stereo not drawn)	6%	-5%	-12%	-5%	-1.0	1	1.3	-1%
CCCn1c(N)c(C(=O)CSc2nnc(-c3ccco3)n2Cc2ccccc2)c(=O)[nH]c1=O	-6%	-3%	7%	-3%	0.3	.	-4.1	-2%
C/C(=N\NC(=O)CN1CCN(c2ccc(F)cc2)CC1)c1ccco1	10%	-2%	-7%	-6%	-2.7	-4	-1.3	13%
